RORgamma inh = ROR gamma (mouse) transcription inhibition | Drosophila S2 Gal4-RORgamma UAS-luciferase reporter, 20 h | Potency, µM (top dose mostly 53.6 µM), inactives show at the top dose activity change, negative = inhibition, usual class: inhibitors | 310,000 compounds, 5.4% hits; further: potency means the concentration at half of the fitted maximal effect; on the % scale 0 is the no-effect control and ±100 the full control effect; nearly all actives have a fitted effect of over 60% in size
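Compounds are pin-transferred onto Drosophila Schneider cells expressing a copper-inducible Gal4–ROR gamma transactivation domain fusion. After 1 hr, copper sulfate is added to 700 uM final; luciferase is read 20 hr later.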
FLuc counter = firefly luciferase modulation, counter-screen for miR-21 project | P08659 | purified FLuc, Km substrates, luminescence inhibition | Potency, µM (top dose mostly 57.5 µM), without a hit: at the top dose activity change, negative = inhibition, usual class: inhibitors | 360,000 compounds, 6.9% hits;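 further: potency means the concentration at half of the fitted maximal effect; plate controls were vehicle for no effect and reference inhibitor for full effect; nearly all actives have a fitted effect of over 55% in size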
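Biochemical qHTS of compounds, final roughly 60 µM downward over six points, against 10 nM purified firefly luciferase using Km concentrations of substrates (10 uM D-luciferin, 10 uM ATP) in Tris acetate pH 7.5 buffer; luminescence output.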
KCNH2 3.1 inh = inhibitors of human KCNH2 3.1 potassium channel isoform; U2OS KCNH2 3.1, thallium flux FluxOr; active compounds read low; activity change, % (tested at about 1.8 µM); 340,000 compounds, 0.95% hits;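 active means maximum activity change below -70%; inconclusive means maximum activity change from -70% to -50%; inactive means maximum activity change above -50%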;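 further: thallium influx rate constant from kinetic fluorescence after stimulation buffer; on the % scale 0 is the no-effect control and ±100 the full control effect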
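Kinetic fluorescence (2 min after stimulation buffer) measures Tl+ influx through KCNH2 3.1 expressed by viral transduction in U2OS cells; the rate constant is normalized against DMSO controls serving as positive and negative references.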
MBNL1 CUG block = MBNL1-poly(CUG) RNA binding inhibition; Q9NR56; 280,000 compounds, 0.036% hits; AID 2675; TR-FRET MBNL1-His/biotin-(CUG)12 binding, 665/545 ratio; Potency, µM (series often up to 57.5 µM), for inactives: at the top dose activity change, negative = inhibition, most hits filed as inhibitors; active means well fitted inhibition curve with a large enough effect in the signal ratio, with a control signal flat, not every such curve was filed as active; inconclusive means small, poorly fitted or top-dose-only effect, or effect the other way, or a change in a side signal; inactive means no such curve, though single readings can be large or run the other way; the % refers to the signal ratio; further: potency means the concentration at half of the fitted maximal effect; on the % scale 0 is the no-effect control and ±100 the full control effect
Target sequence (Q9NR56 whole entry, looked up): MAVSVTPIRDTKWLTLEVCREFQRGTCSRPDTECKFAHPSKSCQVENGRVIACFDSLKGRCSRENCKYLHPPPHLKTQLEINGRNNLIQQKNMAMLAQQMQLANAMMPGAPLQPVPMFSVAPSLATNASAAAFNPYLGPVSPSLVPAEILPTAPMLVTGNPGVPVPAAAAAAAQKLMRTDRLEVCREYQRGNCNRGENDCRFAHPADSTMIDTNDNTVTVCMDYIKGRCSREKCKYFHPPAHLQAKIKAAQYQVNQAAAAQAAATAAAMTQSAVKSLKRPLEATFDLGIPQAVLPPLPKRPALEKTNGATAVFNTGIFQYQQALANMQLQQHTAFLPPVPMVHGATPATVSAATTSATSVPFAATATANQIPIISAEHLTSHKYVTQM
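TR-FRET between His-tagged MBNL1 and biotin-(CUG)12 RNA, detected with Tb anti-His antibody (0.055 ng/ul) and streptavidin-XL665 (5 nM), 60 min at room temperature. Compounds titrated 92 nM to 58 uM; 665/545 nm ratio normalized to buffer and complex controls.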
ELG1 repair inh = ELG1-dependent DNA repair inhibition. HEK293T ELG1-luciferase reporter, luminescence, 16 h; DNA damage induced by 5-fluorouridine. Potency, µM (titrated, usually from 46.1 µM), without a hit: top-dose activity change, negative = inhibition, most hits filed as inhibitors. 330,000 compounds, 2.3% hits. AID 504467; further: potency means the concentration at half of the fitted maximal effect; on the % scale 0 is the no-effect control and ±100 the full control effect; nearly all actives have a fitted effect of over 55% in size
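Overnight (16 hr) co-exposure of 2,000 cells/well to 5-fluorouridine and compound at 37 °C preceded detection. Luciferase was quantified via ONE-Glo luminescence; loss of signal denotes inhibition.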
Rab9 prom act = activators of Rab9 promoter; AID 485297; Potency, µM (titrated, usually from 9.22 µM), inactives show at the top dose activation, negative = inhibition, most hits filed as activators; Huh7 Rab9 promoter-luciferase reporter, luminescence, 24 h; 320,000 compounds, 2.8% hits; further: potency means the concentration at half of the fitted maximal effect; % of control where 0% means no effect; nearly all actives have a fitted effect of over 60% in size
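Using Huh7 cells stably transfected with Rab9 promoter–luciferase, compounds were incubated 24 h at 37 °C, 5% CO2; luciferase luminescence was read 10 min after reagent addition.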
NPC1 prom act = activates the NPC1 promoter; 320,000 compounds, 2.4% hits; Huh7 NPC1 promoter luciferase reporter, 24 h; Potency, µM (doses to about 9.22 µM), for the others: at the highest dose activation, usual class: activators;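 further: potency means the concentration at half of the fitted maximal effect; % of control where 0% means no effect; nearly all actives have a fitted effect of over 60% in size; reporter is driven by a mutant NPC1 promoter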
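Readout is luciferase luminescence, reflecting NPC1 promoter activation in stably transfected Huh7 cells after 24 h compound exposure at 37 °C in reduced-serum medium with 10% FBS.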
PKM2 activator = increases activity of human pyruvate kinase M2; P14618; purified PKM2, Kinase-Glo ATP luminescence, activation; response scale: 0% is enzyme alone, no compound; Potency, µM (top dose mostly 57.5 µM), for inactives: top-dose activation, hits mostly activators; 260,000 compounds, 0.34% hits; AID 1631; further: potency means the concentration at half of the fitted maximal effect; on the % scale 0 is the no-effect control and ±100 the full control effect; nearly all actives have a fitted effect of over 55% in size
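hPK-M2, >95% pure; 0.1 mM ADP / 0.5 mM PEP final; imidazole pH7.2 buffer w/ 7 mM MgCl2, 50 mM KCl; 1 h RT; Kinase-Glo lum. Intermediate enzyme activity for dual inhibitor/activator qHTS.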
Gal4-VP16 FLuc = inhibits Gal4-VP16 luciferase reporter, ROR gamma counter-screen | AID 2546 | Potency, µM (doses to about 53.6 µM), without a hit: at the top dose activity, negative = inhibition, actives largely listed as inhibitors | 310,000 compounds, 3.5% hits | Drosophila S2 Gal4-VP16 UAS-luciferase, luminescence, 20 h;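 further: Gal4-VP16 expression switched on by copper sulfate through the metallothionein promoter; potency means the concentration at half of the fitted maximal effect; on the % scale 0 is the no-effect control and ±100 the full control effect; nearly all actives have a fitted effect of over 50% in size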
Mito fusion yeast = blocks mitochondrial division or promotes mitochondrial fusion; S. cerevisiae fusion-defective mutant growth rescue, CellTiterGlo 48 h; Potency, µM (top dose mostly 46.1 µM), for inactives: top-dose growth rescue (activation), actives largely listed as activators; 320,000 compounds, 0.23% hits; AID 485298;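 further: potency means the concentration at half of the fitted maximal effect; % of control where 0% means no effect; nearly all actives have a fitted effect of over 45% in size; temperature-sensitive fusion mutants such as fzo1-1 at 37 °C on non-fermentable ethanol glycerol medium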
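Read-out: ATP-based luminescence (CellTiterGlo, 10 min ambient) reporting growth of fusion-defective ts yeast after 48 hours at 37C on glycerol/ethanol YPEG medium in the presence of compound.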
Menin MLL FP TR = menin-MLL binding inhibition, Texas Red mutant peptide | Menin + Texas Red MLL mutant peptide, fluorescence polarization | Potency, µM (series often up to 61.6 µM), for inactives: at the highest dose FP activity change, negative = inhibition, most hits filed as inhibitors | 270,000 compounds, 0.23% hits | AID 1768; active means well fitted inhibition curve with a large enough effect in the polarisation, with a control signal flat, not every such curve was filed as active; inconclusive means small, poorly fitted or top-dose-only effect, or effect the other way, or a change in a side signal; inactive means no such curve, though single readings can be large or run the other way; the % refers to the polarisation; further: potency means the concentration at half of the fitted maximal effect; % of control where 0% means no effect; many of its hits are not listed in these tables
Target sequence (O00255 whole entry, looked up): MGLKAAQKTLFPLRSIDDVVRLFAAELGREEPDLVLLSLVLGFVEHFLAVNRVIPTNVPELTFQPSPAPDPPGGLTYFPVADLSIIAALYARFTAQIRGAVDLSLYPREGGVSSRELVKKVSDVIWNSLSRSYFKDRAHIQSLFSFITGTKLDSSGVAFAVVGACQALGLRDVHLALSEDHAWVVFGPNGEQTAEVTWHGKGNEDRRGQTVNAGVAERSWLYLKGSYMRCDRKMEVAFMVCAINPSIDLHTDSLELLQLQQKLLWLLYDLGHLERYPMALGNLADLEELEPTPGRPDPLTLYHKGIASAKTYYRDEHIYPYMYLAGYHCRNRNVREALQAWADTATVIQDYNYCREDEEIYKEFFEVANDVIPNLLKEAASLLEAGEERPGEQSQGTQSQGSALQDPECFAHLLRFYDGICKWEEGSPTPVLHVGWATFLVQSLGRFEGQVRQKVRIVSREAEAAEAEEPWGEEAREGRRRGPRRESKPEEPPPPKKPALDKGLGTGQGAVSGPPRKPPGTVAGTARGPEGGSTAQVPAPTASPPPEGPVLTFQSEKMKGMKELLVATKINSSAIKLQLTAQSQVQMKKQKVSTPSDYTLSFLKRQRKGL
* = called active by the depositor; u = inconclusive; x = not tested or not shown; & = joins results of further samples; [ ] = remark or other dose. Unless noted, the call rests on the fitted dose curve; in most records, active means well fitted curve in the direction sought with a large enough effect; inconclusive means small, poorly fitted or top-dose-only effect, or another doubt; inactive means no such curve, though single readings can be large; an effect the other way counts as inactive or inconclusive. Not all compounds are listed; the hit share may differ from the screen's.

The line under a structure holds: RORgamma inh, FLuc counter, KCNH2 3.1 inh, MBNL1 CUG block, ELG1 repair inh, Rab9 prom act, NPC1 prom act, PKM2 activator, Gal4-VP16 FLuc, Mito fusion yeast, Menin MLL FP TR
- COc1cc(C(=O)N/N=C(\C)c2ccccn2)cc(OC)c1OC
  7%, 7%, 7, -4%, 3%, 4%, -3%, 0%, -7%, -1%, x
- Cc1ccc(C(=O)NCc2ccncc2)cc1S(=O)(=O)N1CCOCC1
  -5%, -1%, -2, -7%, -8%, -8%, -6%, -2%, 3%, 1%, u
- Cc1cccc2sc(NC(=O)C3CCN(S(=O)(=O)c4cc([N+](=O)[O-])ccc4Cl)CC3)nc12
  u, -7%, 3, 15%, u, -9%, -16%, -1%, u, -3%, u
- CCCN(Cc1cc2ccc(C)cc2[nH]c1=O)C(=O)c1ccccn1
  -11%, 0%, -9, 9%, -3%, -7%, -4%, -5%, -3%, 8%, 0%
- COc1ccccc1NC(=O)CN(C)S(=O)(=O)c1cccc2cccnc12
  -30%, -1%&5%, -5, 1%, -1%, -5%, 2%, x, -11%, 1%, x
- CC(C)(C)NC(=O)COC(=O)c1c2c(nc3ccccc13)CCC2
  -15%, -8%, 1, 14%, u, 3%, -8%, x, 0%, 5%, u
- COc1ccc2nc(NC3=NCCC3)sc2c1
  u, 12µM*, -13, 6%, u, 3.2µM*, 3.5µM*, -2%, -2%, -4%, -2%
- CCCn1c(SCC(=O)Nc2cccc(C)n2)nnc1-c1ccco1
  28%, 4%, 0, -1%, u, -1%, 1%, -12%, -2%, 3%, -9%
- COc1ccc(S(=O)(=O)n2cnc3ccccc32)c(C)c1
  40%, 4%, 0, 0%, -6%, -3%, 0%, x, 1%, 1%, -12%
- Cc1ccc(NC(=O)CSc2nc3c(c(=O)[nH]2)CCC3)cc1C
  29%, u, 6, -7%, -6%, 9%, 6%, 1%, 9%, 2%, 0%
- CN(C(=O)COC(=O)c1cncc(Br)c1)C1CCS(=O)(=O)C1 (stereo unspecified)
  5%, 0%, 0, -3%, 0%, 2%, 0%, -4%, 5%, 2%, 0%
- CC12CN3CC(C)(CN(C1)C3c1ccc3c(c1)OCO3)C2O (stereo unspecified)
  3%, 2%, 10, -14%, 39%, 1%, -2%, -6%, -12%, 0%, x
- CCn1c2ccccc2c2cc(NC(=O)C(C)Oc3ccc(OC)cc3)ccc21 (stereo unspecified)
  18%, 0%, -7, -11%, u, 0%, -4%, 6%, 0%, 1%, 16%
- COc1cccc(OC)c1C(=O)Nn1c(-c2cccs2)nc2ccccc2c1=O
  -1%, -4%, -1, 1%, u, 8%, 0%, -20%, 4%, 5%, 0%
- Cc1c(Cl)cccc1NC(CC(=O)c1ccccc1)C(=O)OCC(=O)c1cccs1 (stereo unspecified)
  11µM*, 1%, x, -13%, 6%, 3%, 10%, 16%, 7.9µM*, -1%, 17%
- Cc1c(C(=O)Nc2ccc(S(=O)(=O)Nc3ncccn3)cc2)oc2ccc(F)cc12
  22%, u, 1, -5%, u, -1%, -2%, 3%, 3%, 2%, 18%
- COc1ccc(C(c2nnnn2C2CCCC2)N2CCN(C3CCCC3)CC2)cc1OC (stereo unspecified)
  -12%, 4%, -3, -1%, 15%, -6%, -2%, 2%, 2%[0.365 µM], -4%, -17%
- COc1ccccc1OCCNC(=O)/C=C/c1ccc([N+](=O)[O-])cc1
  u, -15%, 3, u, -3%, 0%, 0%, 0%, -26%, -2%, 8%
- CCOC(=O)C1=C(N)N2C(=O)C(C)SC2=C(C(=O)OCC)C1c1cc(OC)c(OC)c(OC)c1 (stereo unspecified)
  -30%, 0%, -5, 7%, 4%, -1%, 1%, 8%, 0%, -7%, x
- CN(C)S(=O)(=O)n1cc(/C=C(\NC(=O)c2ccccc2Cl)C(=O)N2CCCC2)c2ccccc21
  -3%, 2%, 11, 4%, 3%, -2%, -3%, x, -10%, -2%, -11%
- CCN(CC(O)Cn1c2ccccc2c2ccccc21)S(=O)(=O)c1ccc(C)cc1 (stereo unspecified)
  27%, 3%, -5, -1%, u, 0%, 0%, 4%, 0%, 25%, -6%
- Cc1ccc2oc(C(=O)Nc3nnc(CC(C)C)s3)c(C)c2c1
  7.1µM*, -8%, 39, 0%, u, 20%, 10%, -2%, 2%, -4%, x
- Cc1c(C(=O)NCCNc2ncc(C(F)(F)F)cc2Cl)cccc1[N+](=O)[O-]
  u, -1%, -14, -3%, -2%, -1%, 1%, x, 12%, 13%, 54%[activator]
- Cc1ccc(CN2CC(C(=O)Nc3cccc(S(=O)(=O)N4CCCCC4)c3)CC2=O)cc1 (stereo unspecified)
  u, 1%, 20, 1%, u, -16%, -4%, 3%, u, -1%, 15%
- COC(=O)C(=O)/C=C(\O)c1ccc(C)cc1
  -14%, u, 0, -3%, 21%, 2%, -3%, -1%, 9%, -2%, -2%
- Cc1ccc(S(=O)(=O)CC(=O)Nc2cccc(C)n2)cc1
  -4%, 1%, -32, -3%, 5%, -1%, -3%, x, -16%, 2%, -1%
- O=C(NCC(c1ccc(F)cc1)N1CCOCC1)c1cccnc1Sc1ccccc1Cl (stereo unspecified)
  x, 2%, 1, x, 11%, -3%, 7%, x, x, 9%, x
- CC(C)C(c1nnnn1C(C)(C)C)N1CCC(Cc2ccccc2)CC1 (stereo unspecified)
  u, -7%, -10, -25%, u, -5%, -5%, -16%, 22µM*, u, -6%
- CN(C(=O)c1ccco1)c1ccccc1C(=O)O
  -23%, 0%, 15, -6%, 27%, 1%, -1%, -1%, 13%, 0%, -4%
- Cc1ccc(S(C)(=O)=O)cc1C(=O)NC(C)C1CC2CCC1C2 (stereo unspecified)
  -2%, -1%, 1, -5%, -5%, 5%, 0%, x, -2%, -3%, x
- COc1nc(NCCN2CCOCC2)nc(Nc2ccccc2)n1
  22%, 1%[2.3 µM], -6, -9%, u, u, 27%, -2%, 11%, -3%, 4%
- Cc1cc(C)c2sc(C)[n+](CCCS(=O)(=O)[O-])c2c1
  16%, 6%, -6, -12%, -12%, 15%, -1%, 1%, 1%, 10%, -10%
- Cc1cc(=O)n2[nH]c(N)c(N=Nc3ccccc3)c2n1
  u, u, -27, u, -7%, 2%, -2%, 1%, -23%, -7%, -1%
- O=C(CNC(=O)c1ccccc1F)OCc1csc(-c2ccccc2)n1
  24%, u, 25, -2%, u, 20%, 6%, 4%, 0%, -1%, 0%
- Cc1nc(C)c(C(=O)C2=C(O)C(=O)N(CCCn3ccnc3)C2c2ccccc2)s1 (stereo unspecified)
  19%, 2%, -4, 14%, 15%, -4%, 0%, -4%, -1%, -2%, -14%

Exported with each value named: part of the list above
COc1nc(NCCN2CCOCC2)nc(Nc2ccccc2)n1
  RORgamma inh: 22%; FLuc counter: 1%[2.3 µM]; KCNH2 3.1 inh: -6; MBNL1 CUG block: -9%; ELG1 repair inh: u; Rab9 prom act: u; NPC1 prom act: 27%; PKM2 activator: -2%; Gal4-VP16 FLuc: 11%; Mito fusion yeast: -3%; Menin MLL FP TR: 4%

Cc1cc(C)c2sc(C)[n+](CCCS(=O)(=O)[O-])c2c1
  RORgamma inh: 16%; FLuc counter: 6%; KCNH2 3.1 inh: -6; MBNL1 CUG block: -12%; ELG1 repair inh: -12%; Rab9 prom act: 15%; NPC1 prom act: -1%; PKM2 activator: 1%; Gal4-VP16 FLuc: 1%; Mito fusion yeast: 10%; Menin MLL FP TR: -10%

Cc1cc(=O)n2[nH]c(N)c(N=Nc3ccccc3)c2n1
  RORgamma inh: u; FLuc counter: u; KCNH2 3.1 inh: -27; MBNL1 CUG block: u; ELG1 repair inh: -7%; Rab9 prom act: 2%; NPC1 prom act: -2%; PKM2 activator: 1%; Gal4-VP16 FLuc: -23%; Mito fusion yeast: -7%; Menin MLL FP TR: -1%

Bioassay records: PubChem BioAssay, National Center for Advancing Translational Sciences (NCATS)
